Screens as filed in PubChem.
hIAP inh: blocks human intestinal alkaline phosphatase. purified IAP, CDP-Star luminescence, 30 min. AID 2544. P09923. inhibition, % at 10 µM. 330,000 compounds, 0.12% hits;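 active = inhibition reaching a set limit with compound at 10 µM in the primary screen, cut at about 35% in these data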;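 also: plate controls were DMSO wells with enzyme for no effect and no-enzyme buffer wells for full effect; values of inactives mirror those of a sister screen read the other way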
beta cell repl: inducers of beta-cell replication in MIN6 cells; 330,000 compounds, 0.29% hits; MIN6 cells proliferation, ATPlite luminescence, 48 h; cells starved in 0.2% serum; 100% = growth in 10% serum; proliferation, % at 10 µM;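 active = compounds whose signal lies at least 3.5 SD above the mean of all wells on their plate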;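 also: 0% = DMSO-treated cells in low-serum medium and 100% = 10% serum control; some compounds called inactive have numbers as strong as hits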
TIM10 inh: inhibits growth of TIM10 yeast strain. inhibition, % at 10 µM. S. cerevisiae TIM10 strain growth, BacTiter-Glo luminescence, 24 h. AID 463195. 330,000 compounds, 1.4% hits;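 active = inhibition of 40% or more at the single tested concentration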;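 also: wild-type TIM10 isogenic control strain grown at permissive 25 °C; 0% = DMSO yeast wells and 100% = minimal medium wells without yeast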
NALP3 yeast inh: inhibitors of NALP3 inflammasome in yeast; Yeast reconstituted NLRP3/ASC/caspase-1, beta-gal luminescence, 24 h; inhibition, % at 10 µM; AID 2825; 330,000 compounds, 0.39% hits;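 active = inhibition of 50% or more; inactive = inhibition below 50%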;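 also: plate controls were induced DMSO wells for no effect and uninduced yeast grown without galactose for full effect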
tim10-1 inh: inhibits growth of tim10-1 mutant yeast | 330,000 compounds, 2.2% hits | S. cerevisiae tim10-1 ts strain growth, BacTiter-Glo, 24 h | inhibition, % at 20 µM | AID 463190;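 active = inhibition of at least 40%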;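 also: mutant grown at 25 °C; 0% = DMSO wells with yeast and 100% = wells holding no yeast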
A3G deaminase: blocks human APOBEC3G single-stranded DNA deamination; Q9HC16; recombinant A3G, ssDNA deamination FAM/TAMRA fluorescence; inhibition, % at 20 µM; 330,000 compounds, 0.28% hits;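 active = inhibition of at least 40% at 20 µM, with no more than 30% in the related APOBEC3A deaminase screen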;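 also: plate controls were DMSO wells with A3G for no effect and wells lacking A3G enzyme for full effect; some compounds called inactive have numbers as strong as hits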
Target sequence (Q9HC16 whole entry, looked up): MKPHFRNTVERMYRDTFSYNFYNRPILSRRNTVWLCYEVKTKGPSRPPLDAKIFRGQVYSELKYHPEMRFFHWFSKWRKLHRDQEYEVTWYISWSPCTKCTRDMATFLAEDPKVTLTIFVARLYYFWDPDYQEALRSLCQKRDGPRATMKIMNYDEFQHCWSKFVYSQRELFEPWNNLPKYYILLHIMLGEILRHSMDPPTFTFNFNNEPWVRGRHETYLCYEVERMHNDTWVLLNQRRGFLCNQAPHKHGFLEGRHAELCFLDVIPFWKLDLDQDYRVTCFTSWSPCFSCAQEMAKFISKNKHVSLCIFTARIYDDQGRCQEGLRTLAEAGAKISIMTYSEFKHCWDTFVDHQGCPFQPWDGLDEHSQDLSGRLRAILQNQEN
A3A deaminase: inhibitors of human APOBEC3A DNA deaminase | 330,000 compounds, 0.41% hits | inhibition, % at 20 µM | recombinant A3A, FAM/TAMRA ssDNA deamination fluorescence;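 active = at least 40% inhibition at 20 µM here, with at most 30% in a related deaminase screen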;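 also: plate controls were A3A with DMSO for no effect and wells lacking A3A enzyme for full effect; some results filed as inactive read as strong as hits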
Target sequence (P31941 whole entry, looked up): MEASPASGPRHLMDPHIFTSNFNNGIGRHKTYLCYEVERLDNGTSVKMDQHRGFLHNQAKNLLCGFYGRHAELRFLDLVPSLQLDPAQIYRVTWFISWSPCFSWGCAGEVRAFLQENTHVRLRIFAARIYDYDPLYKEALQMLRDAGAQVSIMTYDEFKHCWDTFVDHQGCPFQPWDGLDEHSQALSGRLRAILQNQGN
mIAP inh: blocks mouse intestinal alkaline phosphatase | purified mouse IAP, CDP-Star luminescence, 30 min | inhibition, % at 10 µM | 330,000 compounds, 0.2% hits;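 active = inhibition of at least 40% at 10 µM in the primary screen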;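 also: plate controls were DMSO with enzyme for no effect and no enzyme wells for full effect; values of inactives mirror those of a sister screen read the other way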
mIAP act: mouse IAP activation; muIAP, CDP-Star luminescence, 30 min; active compounds read high; 1 = vehicle-only enzyme signal, 0 = enzyme-free wells; activation factor at 10 µM; 330,000 compounds, 0.24% hits;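 active = activation factor of at least 2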; also: the source names both 10 and 20 µM as test concentration; values of inactives mirror those of a sister screen read the other way
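Assay system: mouse IAP enzyme; Reagent: CDP-Star chemiluminescent phosphatase substrate; Compound: DMSO-dissolved test compounds; Incubation: 30 min, room temperature; Technique: luminescence from enzymatic CDP-Star hydrolysis; Controls: DMSO-only wells and no-enzyme negative control.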
An asterisk follows results filed as active; nt = no result given. Compounds as they come; any-hit rate near 4.6%.

Results follow in this order: hIAP inh | beta cell repl | TIM10 inh | NALP3 yeast inh | tim10-1 inh | A3G deaminase | A3A deaminase | mIAP inh | mIAP act
- COc1ccc(/C=C2\SC(=O)N(CC(=O)NCCCn3ccnc3)C2=O)cc1
 : -38 | -2 | -11 | 19 | 6 | -7 | -5 | -4 | 1
- COc1ccccc1-c1cc2nc(C)c(CCC(=O)NCc3ccc(F)cc3)c(C)n2n1
 : 7 | -4 | 0 | 9 | -11 | -1 | 4 | -7 | 1.1
- Cc1[nH]n2c(=O)c3c(nc2c1-c1ccc(F)cc1)CCCC3
 : -8 | -3 | 3 | 1 | 5 | -5 | -2 | 12 | 0.88
- CC(=O)Nc1cccc(NC(=O)COc2ccc3c(c2)CCC3)c1
 : -9 | -5 | -9 | 15 | -1 | 3 | 2 | -25 | 1.2
- CC1(C)CC(=O)C(=CN2CCOCC2)C(=O)C1
 : -12 | -2 | 11 | 5 | -6 | -4 | -1 | -6 | 1.1
- Cc1ccc(C)c(OCCC(=O)OCC(=O)N2CCN(c3ccccc3)CC2)c1
 : -8 | -4 | 6 | 16 | 8 | -10 | -3 | -1 | 1
- CCOc1ccc(NS(=O)(=O)c2ccc(C(=O)N3CCC3)cc2)cc1
 : -25 | -4 | -3 | -2 | -2 | -11 | -1 | -6 | 1.1
- COc1ccc(OC)c(CNc2ccc3c(c2)nc(C)n3C)c1
 : 27 | 2 | -1 | 23 | -8 | -5 | -4 | 11 | 0.89
- COc1cc2oc(=O)c(Br)c(C)c2c(OC)c1OC
 : -7 | -1 | -1 | 27 | 6 | -7 | -4 | -4 | 1
- CN(CC(=O)Nc1ccccc1C(F)(F)F)C(=O)CSc1nnc(-c2ccncc2)n1C
 : -2 | -1 | -3 | 10 | -4 | 14 | 39 | -5 | 1.1
- COc1nc(OC)nc(N2CCCCCC2)n1
 : 2 | -1 | 13 | -3 | 22 | -6 | -2 | 1 | 0.99
- O=C(NC1CCCCC1)NC1(C(=O)NCCCN2CCOCC2)CCCCC1
 : 7 | -2 | 6 | -21 | 11 | -6 | 0 | -16 | 1.2
- CN1C(=O)C(CC(=O)Nc2ccc(F)cc2)N(CCCc2ccccc2)C1=S (stereo not drawn)
 : -6 | -3 | -16 | 7 | 26 | 0 | 4 | -8 | 1.1
- Oc1ccc(C2Nc3cccc4cccc(c34)N2)cc1
 : 0 | -5 | 27 | 15 | 38 | 6 | 0 | 21 | 0.79
- COc1ccc(C(=O)N[C@H](C(=O)NCc2ccco2)C(C)C)cc1
 : -13 | -2 | -2 | 3 | -19 | 6 | 7 | -6 | 1.1
- CC(=O)c1cccc(S(=O)(=O)N2CCN(CCOc3ccccc3)CC2)c1
 : -10 | -1 | 8 | 14 | 12 | -6 | 2 | -2 | 1
- CC(C)C(NS(=O)(=O)c1cccs1)C(=O)NCc1ccccc1Cl (stereo not drawn)
 : 8 | -2 | -12 | 17 | -15 | -1 | 1 | -1 | 1
- COc1ccccc1N1CC(O)=C(c2nc3ccccc3s2)C1=N
 : 3 | 2 | 14 | -9 | 20 | -3 | 0 | -11 | 1.1
- Cc1cc(C)nc(SCc2ccc3nonc3c2)n1
 : 5 | -2 | 13 | 22 | 17 | 0 | 4 | -4 | 1
- N#Cc1c(N)n(CCCN2CCOCC2)c2nc3ccccc3nc12
 : 2 | 0 | -12 | -3 | 1 | 1 | 0 | 21 | 0.79
- CC(Nc1ccnc2cc(Cl)ccc12)c1ccc(S(N)(=O)=O)cc1 (stereo not drawn)
 : 11 | 1 | -18 | 13 | -2 | 13 | 2 | -20 | 1.2
- Cc1ccc(NC(=O)CCC(=O)NNC(=O)COc2ccccc2)cc1C
 : -80 | -1 | -9 | 16 | 9 | -13 | -4 | 1 | 0.99
- Cc1ccc(S(=O)(=O)N2CCNC(=O)C2)c(C)c1
 : 0 | 8 | 1 | 8 | 7 | -11 | -6 | 3 | 0.97
- Cc1cc(NC2CCCCC2)n2c(n1)nc1ccccc12
 : 5 | 1 | 21 | 3 | 25 | -2 | 1 | 1 | 0.99
- O=[N+]([O-])c1cccc(/C=C/C=N/Nc2nc(N3CCCCC3)nc(N3CCCCC3)n2)c1
 : 3 | -4 | 32 | 28 | 24 | -8 | 0 | -3 | 1
- CSCCC(NC(=O)c1ccc(C(C)(C)C)cc1)C(=O)OCC(=O)N1CCCC1=O (stereo not drawn)
 : -7 | -4 | -1 | 15 | 24 | -5 | 2 | -2 | 1
- COc1ccc(CNC(=O)COc2cc(O)c3c(c2)OC(C)(C)CC3=O)c(OC)c1
 : 9 | 0 | 11 | 16 | 29 | -12 | -5 | 14 | 0.85
- Cc1ccc(C)c(N2CCN(C(=O)c3ccc4nc(-c5ccco5)c(-c5ccco5)nc4c3)CC2)c1
 : -38 | -6 | 5 | 6 | 44* | -2 | 8 | 21 | 0.79
- O=CN1CCN(c2c([N+](=O)[O-])c(=O)oc3ccccc23)CC1
 : 9 | 0 | 4 | -4 | 4 | -5 | -2 | 8 | 0.93
- Cc1cc(NC(=O)c2cccc(S(=O)(=O)Nc3cccc(C(=O)O)c3)c2)no1
 : 7 | -1 | 2 | 0 | -1 | -4 | -5 | -5 | 1.1
- CCCn1c(SCC(=O)c2cc(C)c(C)cc2C)n[nH]c1=O
 : -7 | -2 | -1 | 9 | 25 | -1 | 0 | -9 | 1.1
- CNC(=S)N/N=C/c1cn(Cc2ccc(F)cc2)c2ccccc12
 : -6 | -4 | 40* | 16 | 19 | -6 | 1 | 1 | 0.99
- CC(C)C(NS(=O)(=O)c1cccc2nsnc12)C(=O)NC1CCCCC1 (stereo not drawn)
 : -23 | -1 | -9 | -3 | 0 | -7 | -6 | -7 | 1.1
- Cc1ccc(CN(C(=O)c2ccco2)C(C(=O)NC2CCCC2)c2cccnc2)cc1 (stereo not drawn)
 : 0 | -3 | -13 | -2 | 20 | -2 | -3 | -8 | 1.1
- Cc1nc(C(C)N(C)Cc2nc(-c3ccc4c(c3)OCO4)no2)c(C)s1 (stereo not drawn)
 : 4 | -2 | -6 | 38 | 15 | -3 | 3 | -8 | 1.1
- COCC(O)CSc1c([N+](=O)[O-])nc(C)n1Cc1ccc(OC)c([N+](=O)[O-])c1 (stereo not drawn)
 : -20 | 7 | -16 | 12 | 3 | -4 | -16 | 1 | 0.99
- COc1ccccc1C(=O)NC(=O)COC(=O)c1cccc(C)c1O
 : -21 | -1 | -7 | 27 | 6 | -10 | 1 | 5 | 0.95
- O=C(COc1ccccc1C(=O)O)Nc1nc2ccc([N+](=O)[O-])cc2s1
 : -12 | -6 | 23 | 0 | 11 | -6 | -7 | 6 | 0.94
- COc1cc2c(cc1OC)C(NNC(=O)c1ccc(Br)o1)=NC(C)(C)C2
 : -58 | 3 | 6 | 1 | 4 | -3 | -4 | 3 | 0.97
- CN1CCN(C/C(=C2/N=C(c3ccccc3)OC2=O)N(C)C)CC1
 : 3 | 2 | 2 | 8 | -6 | -2 | 2 | 0 | 1
- COCCCNC(=O)Cn1cnc2sc(C)c(S(=O)(=O)N3CCN(c4ccccc4OC)CC3)c2c1=O
 : 3 | 3 | 0 | 18 | 2 | -15 | -1 | -1 | 1
- Cc1cc(C)c(NC(=O)Cn2nnc(C(=O)NCCc3ccccc3)c2N)c(C)c1
 : -5 | 0 | -16 | 8 | -7 | -9 | -5 | -9 | 1.1
- Cc1nc(Nc2cnc(/C=C/c3cc(C(=O)Nc4cccc(C(F)(F)F)c4)ccc3C)cn2)cc(N2CCNCC2)n1
 : 15 | -7 | 7 | 4 | 35 | -4 | 0 | 7 | 0.93
- CCCSc1nnc2nc3c(nn12)c1ccccc1n3C
 : 3 | 1 | 7 | 8 | 15 | 3 | 2 | 11 | 0.89
- Cc1cccc(NC(=O)c2cc(S(=O)(=O)N3CCCC3)cn2C)c1
 : -11 | -3 | -2 | 2 | -4 | 4 | -3 | -4 | 1
- Cc1ccccc1NC(=O)Nc1ccccc1C(N)=O
 : -72 | 0 | -10 | 15 | 1 | -1 | -1 | 0 | 0.99
- COc1ccccc1C(=O)c1c(C)c(CCC#N)n2ccccc12
 : 9 | 0 | 15 | 21 | 16 | 12 | -1 | 6 | 0.94
- Cc1ccc(N(C(=O)c2csnn2)C(C(=O)NC(C)(C)C)c2cccs2)cc1 (stereo not drawn)
 : -7 | 0 | -1 | 4 | 14 | 6 | -1 | 0 | 1
- Cc1noc(/C=C/N(C)C)c1S(=O)(=O)N1CCCC(C(=O)Nc2ccc(F)cc2F)C1 (stereo not drawn)
 : -9 | -2 | 5 | -11 | 23 | -5 | -8 | 10 | 0.9
- Cc1ccn2c(C=O)c(-c3ccc(F)cc3)c(C=O)c2c1
 : 10 | -3 | 15 | 14 | 3 | -4 | 6 | 3 | 0.97
- C#CC(C)(CC)NC(=O)Cn1nnc(-c2cccc(C(F)(F)F)c2)n1 (stereo not drawn)
 : -9 | -4 | 31 | 16 | 23 | -1 | 5 | -3 | 1
- CSC1=NCCN1C(=O)c1ccco1
 : -1 | 0 | 2 | 9 | -23 | -2 | -1 | -3 | 1
- O=C(c1cccs1)N1CCN(c2ncccn2)CC1
 : -10 | -3 | -1 | 23 | -5 | -4 | -4 | -8 | 1.1
- CCC(CC)NC(=O)Cc1ccc(F)cc1
 : 6 | -2 | -15 | 9 | -12 | -9 | 2 | -5 | 1.1
- CCOc1ccc(NC(=O)CCN2C(=O)c3ccccc3C2=O)cc1
 : 3 | 0 | -17 | 33 | 14 | -8 | -4 | 2 | 0.98
- CC(C)n1c(SCc2cc(=O)[nH]c3ccccc23)nc2c1c(=O)n(C)c(=O)n2C
 : 5 | 3 | 16 | -5 | 14 | -8 | -1 | 3 | 0.97
- Fc1ccccc1CNc1ncnc2sccc12
 : -15 | -6 | -7 | -3 | 10 | 7 | -6 | -7 | 1.1
- CCOC(=O)C1=CN(Cc2cccc(-c3cccnc3)c2)S(=O)(=O)N(CC)C1C (stereo not drawn)
 : nt | nt | -29 | nt | 0 | -3 | -1 | -1 | 1
- CSc1ccc(CNC(=O)c2ccc(NC(=O)C3=CSCCO3)cc2)cc1
 : 17 | 3 | -13 | 13 | 10 | 6 | 1 | 4 | 0.96
- O=C(NCCc1ccccc1F)C1CCC(=O)N(Cc2ccc(Cl)cc2)C1 (stereo not drawn)
 : -15 | 1 | 4 | -16 | -4 | -9 | -9 | -4 | 1

More structures:
Results follow in this order: hIAP inh | beta cell repl | TIM10 inh | NALP3 yeast inh | tim10-1 inh | A3G deaminase | A3A deaminase | mIAP inh | mIAP act
- Cc1cc(C)c2c(N)c(C(=O)NN3CC(=O)N(c4ccccc4F)CC3=O)sc2n1
 : -6 | -1 | -15 | 3 | -24 | -5 | -1 | 1 | 0.99
- COc1cc(C(Nc2ccc3c(c2)OCO3)C(=O)NC2CCCCC2)cc(OC)c1OC (stereo not drawn)
 : -36 | -2 | 17 | 14 | 14 | 1 | -2 | -17 | 1.2
- Cc1ccccc1N1CCN(Cc2c(C#N)c3ccccc3n2C)CC1
 : 5 | -5 | 13 | 5 | 31 | 1 | 5 | 15 | 0.85
- COC(=O)C1C(=O)NC(SC)=C(C#N)C1c1ccccc1F (stereo not drawn)
 : -9 | -2 | -7 | -11 | -4 | -8 | 1 | 6 | 0.94
- CCOC(=O)C(NC(=O)c1ccccc1)(Nc1cc(C)on1)C(F)(F)F (stereo not drawn)
 : 6 | -1 | 11 | 4 | 20 | -1 | -2 | -12 | 1.1
